Bioassay records deposited in PubChem by Broad Institute.
miR-122 sensor: miR-122 inhibition in Huh7 cells | Huh7 miR-122 Renilla luciferase sensor, 48 h; neutral wells = 0, positive control = 100 | activation (reporter increase), % at 12.5 µM | 340,000 compounds, 0.3% hits | AID 602342;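 active = mean replicate activation score at least 90 and every replicate individually at or above 90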;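 note: higher luciferase means less miR-122 activity so hits act as miR-122 inhibitors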
Cneo AK release: causes C. neoformans cell lysis | adenylate kinase release luminescence, 4 h; normalised: neutral wells 0, clomiphene wells 100 | lysis activity, % at 15 µM | 360,000 compounds, 0.2% hits;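 active = mean lysis activity across replicates of at least 80%, whatever share of replicates individually reach that level; inactive = mean lysis activity below 80%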
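Test system: log-phase Cryptococcus neoformans yeast cells; Quantity: yeast cell density of 5 × 10^6 cells/mL; Buffer or medium: YPD; Doses: single compound concentration per well; Timing: 4 h at 37 °C static, read 1 h later; Measured by: AK luminescence; Read-out basis: lysis from increased AK signal; Control set: Clomiphene as positive control.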
PGC1a acetyl inh: PGC1a acetylation modulation, inhibitor mode | inhibition, % at 15.6 µM | U2OS PGC1a acetylation, AlphaScreen anti-acetyl-lysine; with virally co-expressed GCN5 acetyltransferase | 350,000 compounds, 0.17% hits;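 active = every replicate shows inhibition of at least 40%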;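 note: 0% = neutral control wells and 100% = positive control wells; some results beyond the cut were filed as inactive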
FN deposit inh: fibronectin deposition inhibition | AID 743247 | AH1F fibroblasts, Alexa488-fibronectin deposition fluorescence, overnight | inhibition, % at 12.6 µM | 350,000 compounds, 0.086% hits;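 active = mean inhibition across replicates of 30% or more, regardless of how many single replicates reach that level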;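 note: positive control wells lacked labelled fibronectin entirely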
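Material: AH1F fibroblast monolayer depositing Alexa488-labelled fibronectin into matrix | Input: 10000 AH1F cells/well | Medium: DMEM plus 2% serum, read in PBS | Reagent: Alexa488-fibronectin, 24 nM final in well | Compound dosing: One dose per compound, pinned | Schedule: 1 h adhesion, overnight exposure | Measured by: Fluorescence at 485 nm excitation, 525 nm emission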
CASP6 VEID inh: caspase-6 (human) enzyme inhibition; P55212; purified caspase-6, Z-VEID-R110 cleavage fluorescence; 350,000 compounds, 0.53% hits; inhibition, % at 12.5 µM;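 active = mean inhibition across replicates at least about 35%, with every replicate also reaching that limit, limit read from the data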;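 note: 0% = median of neutral control wells and 100% = no fluorescence left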
Target sequence (P55212 24-179 limits assumed): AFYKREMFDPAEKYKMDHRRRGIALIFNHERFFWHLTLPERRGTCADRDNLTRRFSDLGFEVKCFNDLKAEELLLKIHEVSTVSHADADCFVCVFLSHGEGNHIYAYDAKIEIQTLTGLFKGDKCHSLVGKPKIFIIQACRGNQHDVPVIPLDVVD
Target sequence (P55212 194-293 limits assumed): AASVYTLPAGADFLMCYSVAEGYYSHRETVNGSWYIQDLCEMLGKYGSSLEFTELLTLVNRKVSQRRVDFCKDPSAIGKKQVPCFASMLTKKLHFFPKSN
EWS-Fli block: blocks EWS/Fli oncoprotein-driven transcription | A673 NR0B1-luciferase reporter, viability-normalised | inhibition, % at 12.6 µM | 350,000 compounds, 0.67% hits | AID 651661;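 active = mean inhibition of at least 50% after viability correction, with every replicate also passing that limit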;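 note: firefly luciferase signal divided by Alamar Blue viability fluorescence both relative to DMSO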
PAX8 reporter: PAX8 transcriptional activity inhibition. inhibition, % at 12.6 µM. AID 652154. RMG-I TPO-luciferase reporter, SteadyGlo, 24 h. 360,000 compounds, 1.2% hits;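 active = mean replicate inhibition at least 60% with every replicate also reaching 60%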;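 note: luciferase light reporting Pax8 driven TPO promoter activity; plate controls were median of neutral control wells for no effect and mitoxantrone controls for full effect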
LGR2 inh: Drosophila LGR2 receptor signaling inhibition; HEK293 LGR2, CRE-luciferase, bursicon-stimulated, 4 h; inhibition, % at 9.99 µM; 380,000 compounds, 0.35% hits; AID 720647;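 active = drop in luminescence signal, shown as inhibition above about 50% in the replicate tests, limit read from the data, passing the limit was not always enough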;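 note: agonist challenge used bursicon conditioned medium at about half maximal strength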
Numbers without * were called inactive; · = no result given; [ ] = dose if it differs, or a comment.

SMILES	miR-122 sensor	Cneo AK release	PGC1a acetyl inh	FN deposit inh	CASP6 VEID inh	EWS-Fli block	PAX8 reporter	LGR2 inh
COc1ccc(S(=O)(=O)N(C)C[C@@H]2Oc3ccc(NC(=O)C4CC4)cc3C(=O)N([C@@H](C)CO)C[C@@H]2C)cc1	5[16.7 µM]	-1	-4	·	1	4	25	-10
O=C(NC1CCSC1=O)c1ccc(Oc2cccc(C(F)(F)F)c2)nc1 (configuration not stated)	0	2	8	·	·	·	·	0
O=C(CSCc1ccc(Cl)cc1)N/N=C/c1ccccc1	2	10	-10	-8	·	·	0	·
O=C(CN1C(=O)NC(CCc2ccccc2)C1=O)Nc1ccc(F)c(F)c1F (configuration not stated)	-6	-1	-4	8	0	-2	-1	-12
Cc1c(-n2c(SCC(=O)NC(C)C(C)C)nc3ccccc3c2=O)c(=O)n(-c2ccccc2)n1C (configuration not stated)	·	·	·	-5	-1	8	11	-11
Cc1csc2nc(CCNS(=O)(=O)c3ccc4c(c3)OCCO4)cn12	0	0	·	-2	-4	9	0	-5
CC1CCCCN1CCCNC(=O)c1cc(Br)c(Br)[nH]1 (configuration not stated)	·	·	·	2	-7	-5	-7	·
CN(C(=S)NCCN1CCOCC1)C(c1ccccc1)c1ccccc1	·	·	·	-7	5	32	8	·
Cc1cc(=O)[nH]c(SCC(=O)N2CCCCC2)n1	-5	-1	29	-1	2	9	-11	9
CSc1cccc(NC(=O)COC(=O)C2CCN(S(=O)(=O)c3ccccc3)CC2)c1	-12	1	5	1	4	2	0	-11
COc1c2ccoc2nc2c(OC)c(O)ccc12	6	0	-4	·	-3	-29	·	-16
Fc1ccc(Nc2nc(-c3cccnc3)cs2)cc1	·	·	-3	6	-3	-88	-167	-77
CNC[C@@H]1OCCCC[C@H](C)Oc2ccc(N(C)C)cc2C(=O)N([C@H](C)CO)C[C@@H]1C	6[16.7 µM]	4	9	·	2	-7	-7	1
C[C@H]1CN([C@@H](C)CO)C(=O)c2cc(NC(=O)C3CC3)ccc2O[C@@H]1CN(C)C(=O)Nc1ccc(C(F)(F)F)cc1	-5[16.7 µM]	6	8	·	-1	-8	·	0
O=C(c1ccc(NC(=S)Nc2ccc(F)cc2F)cc1)N1CCOCC1	·	·	·	4	0	3	-1	·
O=c1[nH]c(C2CCN(S(=O)(=O)c3ccccc3F)CC2)nc2c1nnn2Cc1ccc2c(c1)OCCO2	-7	2	4	2	2	13	-7	-9
Cc1ccc(S(=O)(=O)Nc2ccc3c(c2)C(=O)N([C@H](C)CO)C[C@@H](C)[C@H](CN(C)S(=O)(=O)c2ccc(C)cc2)O3)cc1	1[16.7 µM]	0	-16	·	0	0	5	8
COc1cc(C(=O)O)ccc1OCc1ccccc1	·	·	·	2	-2	-3	-9	-9
COCc1cn(CC[C@H]2CC[C@H](NC(=O)Nc3ccc(OC)cc3)[C@@H](CO)O2)nn1	·	0	2	·	0	-2	-5	24
NC(=S)c1ccc(OCCCc2ccccc2)cc1	-2	4	-7	-13	1	-62	-224	-79
COc1cccc(S(=O)(=O)N2CCCCN3[C@H](CO)[C@@H](c4ccc(C#CC5CC5)cc4)[C@H]3C2)c1	4[16.7 µM]	1	-1	·	0	10	5	19
Cn1c(=O)oc2cc(S(=O)(=O)Nc3ccc(C(=O)O)cc3)ccc21	-4	-5	5	-1	16	-2	·	-9
COc1ccc(S(=O)(=O)N(C)C[C@@H]2Oc3ccc(NC(=O)Cc4cn(C)c5ccccc45)cc3C(=O)N([C@@H](C)CO)C[C@@H]2C)cc1	-11[16.7 µM]	-6	-7	1	-4	11	·	-15
C[C@H]1CN([C@@H](C)CO)C(=O)c2cccc(NC(=O)C3CCOCC3)c2O[C@@H]1CN(C)S(=O)(=O)c1cccs1	3[16.7 µM]	2	7	5	-3	2	·	-6
Cc1cc(N2CCN(C)CC2)nc2ccc(NC(=S)N3CCCCCC3)cc12	2	0	-7	6	-49	-2	-1	-25

The list goes on; the last four above are carried over.
SMILES	miR-122 sensor	Cneo AK release	PGC1a acetyl inh	FN deposit inh	CASP6 VEID inh	EWS-Fli block	PAX8 reporter	LGR2 inh
Cn1c(=O)oc2cc(S(=O)(=O)Nc3ccc(C(=O)O)cc3)ccc21	-4	-5	5	-1	16	-2	·	-9
COc1ccc(S(=O)(=O)N(C)C[C@@H]2Oc3ccc(NC(=O)Cc4cn(C)c5ccccc45)cc3C(=O)N([C@@H](C)CO)C[C@@H]2C)cc1	-11[16.7 µM]	-6	-7	1	-4	11	·	-15
C[C@H]1CN([C@@H](C)CO)C(=O)c2cccc(NC(=O)C3CCOCC3)c2O[C@@H]1CN(C)S(=O)(=O)c1cccs1	3[16.7 µM]	2	7	5	-3	2	·	-6
Cc1cc(N2CCN(C)CC2)nc2ccc(NC(=S)N3CCCCCC3)cc12	2	0	-7	6	-49	-2	-1	-25
CN(C)CC[n+]1ccc(C(=O)c2ccccc2)cc1	3	-1	-8	1	-19	4	-4	-12
COc1ccc(Br)cc1C(=O)Nc1ccc(O)cc1	0	-14	·	·	2	·	·	-9
Cc1nn(Cc2ccccc2)c(Cl)c1/C=C/C(=O)OCC(=O)N(C)C1CCS(=O)(=O)C1 (configuration not stated)	·	·	-3	3	1	12	2	25
COCCNC(=S)NNc1ccc(Cl)c(C(=O)O)c1	·	·	2	-3	-1	-3	-27	1
COc1ccc(CCn2c(N)c(C(=O)NCc3ccco3)c3nc4ccccc4nc32)cc1OC	-4	-1	-7	-2	·	·	·	·
O=C1C=CC(n2cc(F)c(=O)[nH]c2=O)O1 (configuration not stated)	·	-2	·	-20	36*	16	3	15
Cc1ccn(CC(=O)N2CCCC(N3CCN(c4cccc(Cl)c4)CC3)C2)n1 (configuration not stated)	-1	-1	1	-3	-4	-16	3	7
COc1ccc(C)cc1NC(=O)CN1CCN(CC(=O)Nc2ccccc2F)CC1	-6	1	-4	·	·	·	·	-1
CCOC(=O)C1(c2ccccc2)CCCNC1=O (configuration not stated)	-9	-1	-6	1	-2	-9	-4	4
Cc1noc(C)c1CSc1nnc(-c2cc(Cl)ccc2Cl)n1N	5	1	2	-7	·	·	-10	·
CCOC(=O)[C@H]1[C@H]2COc3ccc(Br)cc3[C@@H]2N2C(=O)N(c3ccc(F)cc3)C(=O)[C@@]12C	1	-2	-9	-37	-1	3	12	-8
Cc1cn([C@H]2C[C@H](O)[C@@H](CNCc3cc(Cl)ccc3OCc3ccc(Cl)cc3)O2)c(=O)[nH]c1=O	-6	-2	4	11	0	-9	-2	-19
c1cnc2ccc3c(c2c1)COCO3	·	·	·	·	1	6	-13	3
CCc1ccccc1NC(=O)C1NC(=O)CC1c1ccccc1 (configuration not stated)	-4	4	-4	13	1	0	0	-28
Cc1coc2c1c(C)cc1oc(=O)c(CC(=O)NCCC(=O)O)c(C)c12	-1	0	0	-10	4	1	5	-8
O=C(NC(c1ccc(Cl)cc1)c1cnccn1)C1CCN(Cc2ccc(Cl)cc2)CC1 (configuration not stated)	-7	-2	-8	-4	0	-2	3	-13
O=C(NCCN1CCC(n2c(=O)[nH]c3ccccc32)CC1)c1ccccc1Cl	·	·	·	-4	-3	6	-16	6
Cc1ccc(N2CC(C(=O)N3CCN(Cc4ccc5c(c4)OCO5)CC3)CC2=O)cc1 (configuration not stated)	-3	1	-5	0	1	-10	-18	9
COC(=O)Cn1c(=O)c2c(n(Cc3ccccc3)c1=O)N/C(=C/c1ccc(OC)cc1)C2=O	·	·	3	-5	3	16	-23	1
COc1ccc(C(=O)N2CCC(NC(=O)C(Cc3ccccc3OC)NC(C)=O)CC2)cc1 (configuration not stated)	·	4	·	-4	-7	-6	-8	-16
Cc1ccccc1NC(=O)NC(N)=O	·	·	-4	2	1	-11	-5	-12
CC(=O)N/N=C(\C)c1ccc(Br)cc1Br	-2	0	4	-5	0	0	9	-10
O/N=C/CCn1c(=S)sc2ccccc21	-2	0	-10	-6	·	·	·	-12
O=[N+]([O-])c1ccc(C=NN=Cc2ccc([N+](=O)[O-])cc2)cc1	-3	-2	-2	-1	1	-19	4	3
COc1cc(NC(=O)c2ccccc2)c(OC)cc1NC(=O)CN1CCCCC1	5	-2	-2	15	·	·	·	·

Following part
SMILES	miR-122 sensor	Cneo AK release	PGC1a acetyl inh	FN deposit inh	CASP6 VEID inh	EWS-Fli block	PAX8 reporter	LGR2 inh
CCc1ccccc1S(=O)(=O)c1c(C)cc(C)nc1Cl	-3	-1	·	-6	-3	-5	1	18
O=C(CN1C(=O)c2ccccc2S1(=O)=O)Nc1ccon1	-7	0	-3	-7	-4	-4	-5	-6
Cc1cccc(NC(=O)CNC(=O)CN2C(=O)NC3(CCCCC3C)C2=O)c1C (configuration not stated)	-5	2	-8	-11	-1	5	-3	0
COc1ccccc1N1CCN(C(=O)CSc2nnc(C)n2C2CC2)CC1	-12	-3	1	-6	6	-3	-9	5
COc1ccc(C(=O)/C=C/C(=O)N(Cc2ccc3c(c2)OCO3)C(C(=O)NC2CCCCC2)c2ccncc2)c(O)c1 (configuration not stated)	8	0	-14	-1	-4	19	21	13
Cc1ccc(NC(=O)c2cc(S(=O)(=O)N3CCCCC3)ccc2N2CCOCC2)cc1F	19	-1	-4	1	·	·	·	·
OCC1(c2cc(C(F)(F)F)n[nH]2)CCCCC1	-5	3	4	7	·	·	·	·
Cc1cc(C)nc(Oc2ccc(Br)cc2Br)n1	-8	·	-14	3	1	-51	-13	-58
Nc1ccc(C(=O)N/N=C\c2ccc(OC(=O)c3ccccc3Cl)cc2)cc1	-2	-2	·	8	2	-18	6	5
C[C@@H]1CN([C@@H](C)CO)C(=O)Cc2cc(NC(=O)Cn3cnnn3)ccc2O[C@@H]1CN(C)C(=O)Nc1ccc2c(c1)OCO2	7[16.7 µM]	1	-2	·	0	-12	11	-11
O=C(NCc1ccccc1Cl)C1=CC=CN2CCS(=O)(=O)N=C12	-8	0	0	1	2	-7	-9	-1
c1nc2sc3c(c2c2nnnn12)CCC3	-5	1	12	2	·	·	·	·
CC1=C(C(=O)N(C)C)CC(CC(=O)NC(c2ccccc2)c2ccccc2)C(=O)N1Cc1ccccc1 (configuration not stated)	-4	-3	·	-1	-3	3	8	4
Cc1ccc(NC(=O)c2cc(=O)n(Cc3ccccc3)c(=O)[nH]2)cc1C	·	·	·	7	-2	1	7	0
COc1ccc(OC)c(NC(=O)C2CCN(S(=O)(=O)c3cccs3)CC2)c1	3	·	5	-7	·	·	·	-4
CCN(Cc1cccs1)C(=O)CN1C(=O)NC2(CCCc3ccccc32)C1=O (configuration not stated)	·	-2	·	-2	0	10	38	16
C[C@@H]1CN([C@@H](C)CO)C(=O)c2cc(NC(=O)Nc3ccc(C(F)(F)F)cc3)ccc2O[C@@H](C)CCCCO[C@@H]1CN(C)C(=O)Nc1ccc2c(c1)OCO2	·	·	1	·	1	5	-9	5
CCOC(=O)c1cnc(SC2CC(=O)N(c3cccc(OC)c3)C2=O)nc1N (configuration not stated)	-3	0	-2	·	·	·	·	-2
Cc1c(Cl)cccc1NC(=O)Nc1cc(C(C)(C)C)nn1C	7	3	16	12	1	-2	35	1
O=C(CCNC(=O)c1ccc(Cl)cc1)Nc1cccc(S(=O)(=O)N2CCCCC2)c1	4	2	-13	-7	1	5	18	4
C[C@@H]1CN([C@@H](C)CO)C(=O)c2cc(Br)cnc2O[C@H]1CN(C)Cc1ccncc1	18[16.7 µM]	-5	-4	-5	1	-4	·	6
Cc1nn(S(=O)(=O)c2ccc(C(C)C)cc2)c(C)c1S(=O)(=O)N1CCOCC1	1	-5	7	-9	-4	-8	-2	-19
